Compound activity from PubChem BioAssay.
CIT2 TOR yeast = alters CIT2-GFP fluorescence in TOR pathway yeast screen; actives 0.065% (n = 320,000); S. cerevisiae CIT2-GFP strain, flow cytometry, 3 h; 100 means same as DMSO wells; GFP response vs DMSO, % at 10 µM;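 active = GFP response relative to DMSO above a set limit, near the screen mean plus 3 SD, cut at about 150% in these data; inconclusive = Fewer than 70 cells measured for a yeast strain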;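 also: ratio of well median GFP fluorescence to mean of DMSO wells on the plate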
GRK2 inh = blocks RNA aptamer binding to human GRK2. P25098. bead flow cytometry, FAM-aptamer displacement from GRK2. inhibition of aptamer binding, % at 10 µM. actives 0.59% (n = 330,000). AID 488847;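 active = inhibition of aptamer binding above 40%, roughly 3 SD of noise, on plates passing a quality check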;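 also: median bead fluorescence of bound FAM aptamer so fluorescent compounds give negative values; no value below 0 was filed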
Target sequence (P25098 whole entry, looked up): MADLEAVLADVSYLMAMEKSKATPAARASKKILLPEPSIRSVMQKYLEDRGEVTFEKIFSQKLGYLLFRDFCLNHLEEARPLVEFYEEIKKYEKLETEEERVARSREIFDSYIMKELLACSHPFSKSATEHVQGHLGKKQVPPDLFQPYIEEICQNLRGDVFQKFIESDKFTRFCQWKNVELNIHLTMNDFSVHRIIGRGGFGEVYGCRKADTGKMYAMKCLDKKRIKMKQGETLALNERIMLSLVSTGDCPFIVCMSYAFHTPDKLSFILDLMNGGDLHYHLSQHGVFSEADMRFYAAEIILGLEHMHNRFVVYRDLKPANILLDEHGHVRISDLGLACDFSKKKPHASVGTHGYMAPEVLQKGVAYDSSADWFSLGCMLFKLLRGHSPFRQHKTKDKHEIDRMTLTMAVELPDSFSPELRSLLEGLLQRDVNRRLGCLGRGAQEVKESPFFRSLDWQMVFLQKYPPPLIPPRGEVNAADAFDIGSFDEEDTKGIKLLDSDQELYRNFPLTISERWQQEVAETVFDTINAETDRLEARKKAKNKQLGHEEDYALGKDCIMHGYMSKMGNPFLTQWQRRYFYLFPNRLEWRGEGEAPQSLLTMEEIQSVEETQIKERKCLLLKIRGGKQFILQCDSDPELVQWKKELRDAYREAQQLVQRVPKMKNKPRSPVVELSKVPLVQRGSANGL
MCL1-BIM inh = disrupts human MCL1 binding to BIM-BH3 peptide | Q07820 | GST-MCL1 / FITC-Bim-BH3 fluorescence polarization | inhibition, % at 10.9 µM | actives 0.68% (n = 320,000);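 active = inhibition above the mean inhibition of all tested compounds plus 3 SD, set per campaign, cut at about 40% in these data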;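 also: 0% = DMSO wells and 100% = unlabeled Bim-BH3 peptide control; higher means more loss of mP so more displacement of Bim peptide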
GLD-1 TGE inh = GLD-1-TGE RNA interaction inhibition (C. elegans); purified GLD-1 + fluorescein TGE RNA, fluorescence polarization; inhibition, % at 5.96 µM; actives 0.44% (n = 320,000);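 active = percent inhibition above a per-plate cutoff, the plate mean of test compounds plus 3 SD, cut at about 30% in these data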;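 also: 0% = DMSO wells with GLD-1 and probe and 100% = wells lacking GLD-1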
Fam108B inh = counter-screen for RBBP9 inhibitors: inhibitors of mouse Fam108B; recombinant Fam108B, FP-Rh probe fluorescence polarization; inhibition, % at 9.51 µM; actives 0.33% (n = 300,000);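 active = inhibition above the screen mean inhibition plus 3 SD, computed separately per campaign, cut at about 18% in these data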;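 also: inhibitors lower polarization as less probe binds the enzyme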
AGP1-GFP MLPCN = modulators of TOR pathway AGP1-GFP in S. cerevisiae | S. cerevisiae AGP1-GFP multiplex flow cytometry, 3 h; GFP as percent of DMSO wells | GFP response vs DMSO, % at 10 µM | actives 0.02% (n = 320,000) | AID 2066;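 active = GFP response relative to DMSO above a set limit, near screen average plus 3 SD, cut at about 150% in these data; inconclusive = fewer than 70 cells counted for the yeast strain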;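 also: median GFP channel fluorescence of the gated AGP1 strain per well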
VLA-4 inh = inhibition in a human VLA-4 binding assay | P13612 | VLA-4 expressing cells, ligand binding flow cytometry | inhibition, % (about 7 µM as worked out from the volumes in the protocol) | actives 0.2% (n = 330,000) | AID 2557; in the data active = inhibition above about 50%
MEX-5 binding = C. elegans MEX-5 TCR-2 RNA binding activity | Q9XUB2 | MEX-5/FITC-TCR2 RNA binding, fluorescence polarization; active compounds read low | activity score (negative = inhibition of binding), % at 10 µM | actives 0.38% (n = 300,000);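 active = inhibition past about -25% in most replicates, and total fluorescence under double the plate's negative control median, limit read from the data; inconclusive = replicates evenly split on the limit, or fluorescence at least double controls; inactive = too little inhibition in most replicates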;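 also: 0% = DMSO and -100% = 5 µM competing unlabeled TCR2 RNA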
BCLXL inh = blocks human Bcl-xL binding to Bim BH3 peptide; inhibition, % at 10.9 µM; GST-Bcl-xL / FITC-Bim BH3 peptide fluorescence polarization; actives 0.7% (n = 320,000);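 active = inhibition above the mean of all tested compounds plus 3 SD, cutoff set per campaign, cut at about 30% in these data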;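 also: 0% = DMSO wells and 100% = unlabeled Bim-BH3 peptide competitor; inhibitors lower millipolarization by displacing the labeled peptide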
Target sequence (Q07817 whole entry, looked up): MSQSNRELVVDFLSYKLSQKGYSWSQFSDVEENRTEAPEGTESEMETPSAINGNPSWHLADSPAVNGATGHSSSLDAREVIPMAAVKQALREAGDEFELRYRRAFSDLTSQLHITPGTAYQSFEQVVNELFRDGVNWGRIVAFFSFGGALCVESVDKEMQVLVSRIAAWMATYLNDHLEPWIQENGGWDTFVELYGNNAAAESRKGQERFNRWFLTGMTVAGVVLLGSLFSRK
Numbers without * were called inactive; ? = inconclusive; . = not tested or not shown; [ ] = another dose, or the depositor's remark.

SMILES	CIT2 TOR yeast	GRK2 inh	MCL1-BIM inh	GLD-1 TGE inh	Fam108B inh	AGP1-GFP MLPCN	VLA-4 inh	MEX-5 binding	BCLXL inh
CCOC(=O)/C=C/C(=O)OCC(=O)NCc1ccccc1	95	3	7	5	3	98	4	-1.0	7
Cc1ccc(C(=O)Nc2c3c(nn2C(C)(C)C)CS(=O)(=O)C3)cc1[N+](=O)[O-]	95	1	8	-5	3	95	11	3.5	3
COc1ccc(-n2c3c(cc(C(=O)N4CCCCC4)c2=O)C(=O)CC(C)(C)C3)cc1	99	1	-2	4	2	104	-2	-2.4	1
COC(=O)c1ccccc1NC(=S)NC(=O)C1CCCCC1	97	1	8	7	-1	97	.	-0.9	4
O=C(Oc1ccccc1C(=S)N1CCCCC1)c1cc([N+](=O)[O-])cc([N+](=O)[O-])c1	79	4	5	-3	4	86	0	0.2	6
CC(=O)c1cccc(NC(=O)CSc2ccc(-c3ccco3)nn2)c1	102	0	10	4	1	98	4	3.9	9
O=C(OCC(=O)N1CCCC1)c1ccc(S(=O)(=O)Nc2ccccc2)cc1	98	1	3	1	-6	98	-9	-2.0	1
CC(Oc1ccc(Cl)cc1Cl)C(=O)Nc1ccc(OCC(=O)O)cc1 (centres undefined)	120	1	6	3	-2	125	6	-0.6	4
CCOC(=O)Nc1ccccc1C(=O)N1CCOCC1	.	0	8	0	3	96	17	-0.7	3
COc1ccc(OC[C@@H](O)CNC(=O)c2cccc3c2C(=O)c2ccc(-c4ccc(F)cc4OCc4ccccc4)cc2S3(=O)=O)cc1	97	0	.	10	.	102	-2	.	.
S=C(Nc1ccccc1)Nn1cnnc1	92	3	10	1	-1	96	0	-1.6	7
COc1ccc2oc(C(=O)N(C)CCOc3ccc(Cl)cc3)c(C)c2c1	91	0	-13	2	2	94	-3	5.4	3
Cc1ccc(S(=O)(=O)CCc2nc3ccccc3[nH]2)cc1	108	2	5	1	4	95	-6	1.7	7
c1ccc(-c2csc(N3CCc4ccccc4C3)n2)cc1	.	0	1	1	1	92	2	-0.7	4
Cc1cc(C)cc(N(CC(=O)N2CCC(C)CC2)S(C)(=O)=O)c1	85	3	2	9	1	90	4	0.7	-1
CC1CCN(c2ccc(NC(=O)Cc3ccccc3)cc2)CC1	107	0	-2	-6	1	108	11	-0.3	-1
Cc1c(C(=O)n2cnc3ccccc32)cccc1[N+](=O)[O-]	105	5	-6	1	-2	102	14	-1.6	2
CCOCCCN(Cc1ccco1)C(=O)c1cc2c(=O)[nH]c3ccc(C)cc3c2s1	95	3	1	-5	-1	101	0	1.9	4
CCOC(=O)C1C(=O)Oc2ccc3ccccc3c2C1C1CCOC1=O (centres undefined)	101	1	1	-2	4	98	2	-1.6	1
CCOC(=O)c1[nH]c(CN2CCN(c3ccc(OC)cc3)CC2)c(C(=O)OCC)c1C	95	0	2	-3	3	100	-14	3.1	6

Taken from above.
CCOC(=O)C1C(=O)Oc2ccc3ccccc3c2C1C1CCOC1=O (centres undefined) | CIT2 TOR yeast = 101
Cc1c(C(=O)n2cnc3ccccc32)cccc1[N+](=O)[O-] | GLD-1 TGE inh = 1

(more compounds)
SMILES	CIT2 TOR yeast	GRK2 inh	MCL1-BIM inh	GLD-1 TGE inh	Fam108B inh	AGP1-GFP MLPCN	VLA-4 inh	MEX-5 binding	BCLXL inh
O=C(c1cn[nH]c1)N1CCc2c([nH]c3ccccc23)C1c1c(F)cccc1Cl (centres undefined)	79	0	-4	2	2	87	-4	1.8	1
CN(CCC1CCOCC1)C(=O)C1CCC(=O)N(CCc2cccc(F)c2)C1 (centres undefined)	?	2	2	6	-3	?	0	-3.2	2
Cc1ccc(S(=O)(=O)N(C)Cc2ccc(C(=O)N/N=C/c3ccc(OC(F)F)cc3)cc2)cc1	100	1	7	4	-3	106	9	-1.1	5
COC(=O)c1cc2sccc2n1Cc1nc(-c2cccc(Cl)c2)oc1C	100	0	-1	-1	-4	100	-9	1.2	5
O=C(NNC(=O)c1ccc(Br)cc1)c1ccncc1	103	0	12	2	-2	101	9	2.0	6
CC(Sc1ccc(Cl)cc1)C(=O)NNC(=O)c1ccccc1O (centres undefined)	93	0	5	-1	4	100	-2	-1.5	1
CCOC(=O)CC(=O)Nc1ccn[nH]1	99	0	-7	3	-1	108	17	1.9	0
C=C(C)C1CC=C(C)/C(=N/NC(=O)CCC(=O)Nc2ccccc2Cl)C1 (centres undefined)	95	3	2	1	0	91	-4	-1.4	7
c1ccc2c(c1)OCC(c1csc3ncnc(N4CCOCC4)c13)O2 (centres undefined)	99	7	0	4	2	103	12	-0.8	0
O=C(NCc1cccnc1)C1CCN(S(=O)(=O)N2CCOCC2)CC1	92	4	-5	4	-1	91	13	1.6	0
CC(C)N(Cc1nc2ccccc2[nH]1)C(C)C	107	0	7	-3	4	97	-8	-0.2	5
COc1ccc(/C(C)=N/OCC(=O)Nc2nc3ccccc3s2)cc1	89	6	9	30	-6	98	-2	-0.3	6
Cc1ccc(S(=O)(=O)Nc2ccc(NC(=O)c3c(F)c(F)c(F)c(F)c3F)cc2)cc1	97	0	1	4	-20	100	12	-2.6	4
CCC(C)Cn1c(C)nc2ccccc21 (centres undefined)	88	0	3	7	1	85	5	1.2	2
O=[N+]([O-])c1ccc(N2CCN(c3ccccc3O)CC2)c(Cl)c1	96	0	2	-2	9	89	-5	-2.9	-2
Nc1c(N2CCOCC2)cc(Cl)c2nonc12	102	2	4	3	0	107	-8	-0.5	8
COc1ccc2nc(NC(=O)C3CCN(S(=O)(=O)c4cccs4)CC3)sc2c1	99	0	-4	-5	-9	108	-2	1.6	1
CN1CCC(N(C)C(=O)c2ccc(Cl)c(S(=O)(=O)Nc3cc(Cl)ccc3Cl)c2)CC1	99	0	3	4	.	106	12	.	8
CC12CCC(C(=O)Nc3ccccc3-n3cccc3)(CC1=O)C2(C)C (centres undefined)	103	1	7	-2	1	108	-10	-2.3	6
CC(Oc1ccccc1)c1ccn[nH]1 (centres undefined)	.	0	4	-3	-2	84	8	-4.5	3
Cc1nc2ccccc2c(=O)n1CCCO	105	4	2	5	1	108	10	1.5	2
CCOC(=O)N1CCC(NC(=O)CS(=O)(=O)Cc2nc(-c3ccccc3C)oc2C)CC1	101	1	-3	7	-4	101	11	-0.9	-1
Cc1cc(C)cc(NC(=O)C2CCCN(S(=O)(=O)c3cnc[nH]3)C2)c1 (centres undefined)	105	2	2	0	1	103	22	2.8	7
O=C(Nc1ccc(-c2csc(-c3ccccc3)n2)cc1)c1ccccc1Cl	95	0	1	5	-8	95	11	1.3	0
C=CCn1cnc2scc(-c3ccc(OC)cc3)c2c1=O	104	0	-3	3	0	103	-3	-0.9	1
COc1cc(/C=N/NC(=O)c2cccc(C(=O)N/N=C/c3ccc(O)c(OC)c3)n2)ccc1O	108	0	.	.	.	96	6	-3.7	.
COc1ccc(CNC(=O)C(CC(C)C)NC(=O)c2ccccc2C)cc1 (centres undefined)	?	0	11	-1	-2	18[may fluoresce violet]	0	-1.5	-1
CCCCOC(=O)/C=C/c1c(C)[nH]c(=O)[nH]c1=O	99	0	7	5	0	94	0	0.7	7
COc1cc(-c2nnc(COc3ccc4ccccc4c3)o2)cc(OC)c1OC	84	3	3	5	-3	97	-2	-1.2	2
O=C(c1ccc2c(c1)N(Cc1ccc(F)cc1)C(=O)CS2)N1CCOCC1	99	3	-1	-1	0	111	10	-2.6	2
CCN(CC(=O)Nc1c(F)cccc1F)C(=O)Cc1ccccc1	96	3	0	14	3	102	5	1.3	4
c1ccc(-c2noc(CN3CCN(C(c4ccccc4)c4ccccc4)CC3)n2)cc1	.	2	4	-4	-3	100	4	1.7	7
Cc1c(Cc2ccccc2)sc(/N=C/c2ccc3ccccc3c2)c1C(N)=O	100	8	-56	-36	-5	103	-22	.	-20
O=C(CCCN1C(=O)C(c2ccccc2)Oc2cccnc21)NCc1ccccc1F (centres undefined)	98	0	-2	-3	-2	99	10	1.1	2
O=C(c1cccc(Cl)c1)C1CCCN(C(=O)c2ccoc2)C1 (centres undefined)	109	3	6	-7	-2	102	-4	2.8	2
CCC(=O)NCC(c1cccs1)S(=O)(=O)c1ccc(C)cc1 (centres undefined)	95	0	5	-1	-4	91	10	1.3	1
CCOC(=O)c1oc2ccccc2c1NC(=O)Cc1cccs1	93	2	-3	4	-1	102	6	-2.6	-9
Cc1c(NS(=O)(=O)c2ccc(Cl)c(C(=O)OC(C)C(=O)N3CCOCC3)c2)c(=O)n(-c2ccccc2)n1C (centres undefined)	103	0	3	-1	1	103	-9	0.8	4
CN(CC(=O)Nc1ccc(Cl)c(C(F)(F)F)c1)C(=O)Cn1cc([N+](=O)[O-])ccc1=O	98	1	-1	1	.	99	1	.	-1
CCOC(=O)NCCc1ccc(OC)cc1	107	3	-7	5	-3	107	3	1.2	-3
O=C(NC1CCc2ccccc21)c1cc(COc2ccc(F)cc2Cl)on1 (centres undefined)	118	1	-8	5	2	105	0	-1.7	-1
CCC1CCCCN1C(=O)CSc1nc2ccsc2c(=O)n1Cc1ccccc1 (centres undefined)	96	5	6	6	1	100	13	0.3	-1
OCCNc1nc2ccccc2[nH]1	106	1	10	7	-3	101	-23	1.3	6
CCOc1cc2c(Cl)ncnc2c(OCC)c1OCC	111	12	2	-1	2	99	-5	-1.7	-3
NNc1nc2ccccc2c(=O)n1Cc1ccccc1	98	30	-11	9	-7	92	7	0.4	-5
O=C(NC1CCCC1)C(c1ccsc1)N(C(=O)Cc1cccs1)c1ccc(F)cc1 (centres undefined)	93	3	0	2	3	106	5	0.6	0
CSCC[C@H](NC(=O)Nc1ccc(S(N)(=O)=O)cc1)C(=O)O	107	0	0	7	-5	104	4	0.1	1
COc1ccc(C(=O)NC2CCCc3ccccc32)cc1 (centres undefined)	90	0	7	1	1	102	12	-0.6	1
CCOc1ccc(S(=O)(=O)Nc2ccc(C(=O)NCCCN3CCCC3=O)cc2)cc1	91	3	-3	9	-2	94	10	0.7	3
CCCOC(=O)c1c(-c2ccc(C)cc2C)csc1NC(=O)C1C2CCC(O2)C1C(=O)O (centres undefined)	99	0	8	1	4	106	1	-0.4	10
COc1ccccc1/C=C/C(=O)c1c2c(c(C)[nH]c1=O)CCCC2	89	4	6	2	2	96	-1	.	8
C/C(CC(=O)Nc1ccc(N(C)C)cc1)=N\NC(=O)c1ccc([N+](=O)[O-])cc1Cl	95	0	-2	-4	-1	101	1	0.1	1
Cn1c(CNC(=O)CNS(=O)(=O)c2ccc(Br)cc2)cc(=O)n(C)c1=O	94	3	1	-8	4	95	7	-0.4	-1
Brc1ccc(-c2ccccc2)cc1	83	0	15	7	.	98	14	.	2
O=c1c2ccccc2nc2n1C(CBr)CN2 (centres undefined)	99	0	3	0	-2	106	3	-0.3	8

Outcome played no part in choosing rows, and some 2.2% of all compounds hit somewhere here.
